# Screening data as filed in PubChem BioAssay.
# IEC-6 tox = counter-screen for KLF5 inhibitors: cytotoxicity in IEC-6 cells; IEC-6 cytotoxicity, luminescence viability; inhibition, % at 5 µM; 290,000 tested, 0.78% active; AID 1825; in the data active = inhibition above about 22%;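 also: 0% = plate median of test compound wells and 100% = cytotoxic reference compound wells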
# PolyA inh = yeast polyadenylation inhibition | 300,000 tested, 0.02% active | AID 1875 | calls only at 12 µM | S. cerevisiae SKY197-pL101 polyadenylation reporter, beta-gal luminescence; efflux-impaired pdr1/pdr3 knockout yeast; score 100 = 6 SD above DMSO;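 active = lowest replicate activity score at least 50, where 100 means six control SD above control mean; inconclusive = lowest score under 50 but half or more replicates reach 50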;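 also: yeast exposed to compound for 9 h at 30 °C; higher score means more reporter readthrough which indicates perturbed polyadenylation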
# HSF1 inhib = HSF1 inhibition | NIH3T3-HGL HSE-luciferase, MG132-induced, luminescence 8 h; stronger effect = lower value | activity change, negative = inhibition, % at 7.5 µM (by protocol) | 300,000 tested, 0.77% active | AID 2098;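 active = more than half of replicate wells show activity change below -50%, luminescence cut by over half; inconclusive = some wells, but at most half, below -50%; inactive = no replicate well below -50%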;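 also: luciferase reports HSF-1 transcriptional activity via heat shock element; 0% = median of DMSO wells and -100% = zero luminescence signal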
# AI-2 QS mod = modulators of Vibrio harveyi AI-2 quorum sensing system. AID 2094. 300,000 tested, 0.4% active. Vibrio harveyi JMH597 AI-2 luminescence/OD600 ratio, 9 h; stronger effect = lower value; strain lacks LuxN and CqsS sensors; 0 = neutral-control median. activity change, % at 7.5 µM; in the data active = activity change below about -75%, passing the limit was not always enough; inconclusive = no clear call, values can overlap the other calls;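 also: luminescence divided by OD600 gain over 9 h not by final OD600 alone; inactives centre near 13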
# HSF1 activator = increases HSF-1 driven luciferase reporter signal; AID 504408; 300,000 tested, 1.7% active; NIH3T3-HGL HSF-1 luciferase reporter, MG132, 8 h; 100% = twice DMSO control signal; activation, % at 9 µM;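 active = mean replicate activation of at least 50% with a set share of replicates each reaching 50%; inconclusive = only one of those two conditions met; inactive = mean below 50% and too few replicates reaching it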;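 also: 0% = median of the neutral control wells and 100% = twice that signal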
# HSP90 refold inh = inhibitors of HSP90 luciferase refolding in rabbit reticulocyte lysate | 290,000 tested, 0.91% active | luciferase refolding luminescence, 3 h | inhibition, % at 5.6 µM;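 active = inhibition above the screen-wide mean plus 3 SD, computed separately per campaign, cut at about 16% in these data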;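 also: 0% = DMSO wells and 100% = 60 µM geldanamycin wells; inhibitors lower the luminescence because luciferase stays unfolded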
# GSK3B inh = human GSK3beta kinase inhibition; P49841; GST-GSK3beta kinase, ADP-Glo luminescence, 60 min; stronger effect = lower value; activity score (negative = inhibition), % at 10 µM; 300,000 tested, 0.038% active; AID 2097;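 active = more than half of replicate wells score below -50%, meaning over 50% inhibition versus plate controls; inconclusive = some replicates but at most half score below -50%; inactive = no replicate scores below -50%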;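 also: 0% = median DMSO wells and -100% = median GW8510 positive control wells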
# Target sequence (P49841 whole entry, looked up): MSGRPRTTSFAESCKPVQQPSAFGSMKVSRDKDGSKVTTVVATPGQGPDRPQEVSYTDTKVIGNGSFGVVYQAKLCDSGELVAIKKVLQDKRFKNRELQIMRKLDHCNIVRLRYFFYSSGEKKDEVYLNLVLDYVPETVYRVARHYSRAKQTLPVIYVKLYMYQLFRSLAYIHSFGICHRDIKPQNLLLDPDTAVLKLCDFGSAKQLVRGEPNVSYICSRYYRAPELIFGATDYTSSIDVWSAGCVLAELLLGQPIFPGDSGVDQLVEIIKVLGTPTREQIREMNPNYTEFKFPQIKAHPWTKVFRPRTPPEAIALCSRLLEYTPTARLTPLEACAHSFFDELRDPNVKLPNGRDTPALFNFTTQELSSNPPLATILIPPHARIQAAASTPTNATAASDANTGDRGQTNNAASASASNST
#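 Assay system: GST-fused GSK3beta enzyme, cell-free / Medium: Tris pH 7.5 buffer with MgCl2, DTT, BSA, heparin / Also added: peptide substrate plus 25 µM ATP (final) / Compound: 10 µM single point / Timing: kinase reaction with compound 60 min at room temperature / Detection: ADP-Glo luminescence / Benchmarks: DMSO neutral wells and GW8510 at 20 µM as positive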
# KLF5 inh = kruppel-like factor 5 inhibition; inhibition, % at 5 µM; 290,000 tested, 0.23% active; AID 1700; DLD-1 KLF5 promoter-luciferase reporter, luminescence;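 active = inhibition above a per-plate limit of that plate's mean compound inhibition plus 3 SD, cut at about 60% in these data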;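 also: 0% = DMSO wells and 100% = LY294002 at 200 µM; higher means less KLF5 promoter-driven luciferase light; inactives centre near -14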
# GSK3 alpha inh = inhibitors of human GSK-3 alpha kinase. 320,000 tested, 0.1% active. inhibition, % at 10 µM. AID 2650. P49840. ADP-Glo luminescence, 60 min;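 in the data active = inhibition above about 50%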;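 also: GST-tagged GSK-3 alpha with peptide substrate and 25 µM ATP; 0% = DMSO neutral wells and 100% = GW8510 positive control wells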
# Target sequence (P49840 whole entry, looked up): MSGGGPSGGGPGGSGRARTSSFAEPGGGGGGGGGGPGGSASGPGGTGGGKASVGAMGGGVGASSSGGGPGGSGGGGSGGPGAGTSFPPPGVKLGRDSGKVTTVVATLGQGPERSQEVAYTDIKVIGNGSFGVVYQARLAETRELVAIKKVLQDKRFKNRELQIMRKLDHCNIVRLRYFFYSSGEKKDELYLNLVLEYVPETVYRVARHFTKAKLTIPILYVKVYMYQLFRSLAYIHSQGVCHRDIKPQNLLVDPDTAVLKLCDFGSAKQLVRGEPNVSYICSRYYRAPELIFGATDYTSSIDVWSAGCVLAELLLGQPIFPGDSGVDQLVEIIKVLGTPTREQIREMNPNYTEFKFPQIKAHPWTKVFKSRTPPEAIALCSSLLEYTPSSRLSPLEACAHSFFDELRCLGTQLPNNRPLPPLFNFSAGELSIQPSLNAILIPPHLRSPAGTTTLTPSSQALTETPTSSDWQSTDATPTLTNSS
# aSyn UTR inh = MLPCN primary screen, SNCA 5' untranslated region; 300,000 tested, 0.82% active; alpha-synuclein 5'UTR reporter, inhibitor activity; inhibition, % (tested at 7.5 µM); AID 1813; in the data active = inhibition above about 60%; inconclusive = no clear call, values can overlap the other calls;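 also: H4 neuroglioblastoma cells stably carrying SNCA 5'UTR luciferase fusion; 0% = DMSO wells and 100% = positive control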
# Starred values were filed as active, the others as inactive; i = inactive; ? = inconclusive; / = not tested or not shown. Only part of the results is shown (hit frequency here may not be typical).
SMILES,IEC-6 tox,PolyA inh,HSF1 inhib,AI-2 QS mod,HSF1 activator,HSP90 refold inh,GSK3B inh,KLF5 inh,GSK3 alpha inh,aSyn UTR inh
CNC(=O)C(=O)NCC(c1cccs1)S(=O)(=O)c1ccc(C)cc1 (stereo unspecified),-3,i,-2,51,5,-3,1,-3,11,26
CCOC(=O)Cn1nnnc1C(C(C)C)N(Cc1cc2c(C)cc(C)cc2[nH]c1=O)C1CCCC1 (stereo unspecified),0,i,86,18,123*,-1,1,-12,-1,3
COC(=O)c1cc(C(=O)Nc2ccc(S(N)(=O)=O)cc2)cc([N+](=O)[O-])c1,-1,i,-2,-6,0,-1,0,-15,1,-11
Cn1nc(C(=O)OCc2ccc(F)cc2)c2ccccc2c1=O,4,i,0,-15,4,-4,0,-34,0,3
COc1ccc2oc3cc(C)[n+]([O-])c(-c4ccc(Cl)cc4)c3c2c1,11,i,-6,3,2,2,2,-9,14,27
CCOC(=O)/C(C#N)=C/c1c(Oc2cccc(C)c2)nc2ccccn2c1=O,-6,i,2,9,-14,29*,1,-11,-1,-3
CCn1c(SCC(=O)N2CCCC2)nnc1-c1ccco1,2,i,-1,35,6,-2,-1,-24,-1,-7
C[C@H](NC(=O)c1ccc(Br)cc1)C(=O)NCc1ccc(S(N)(=O)=O)cc1,4,i,-5,35,-2,0,1,0,-1,11
COc1ccccc1CNC(=O)CSc1nc(-c2ccccc2)cn1N,2,i,27,17,42,6,2,-5,3,-16
COC(=O)c1ccc(NC(=O)c2cccc(NC(=O)c3ccco3)c2)cc1,-2,i,2,15,11,1,-3,-26,-1,-13
Cc1nnc(NC(=O)c2ccccc2C(=O)O)s1,-10,i,-1,18,-18,-4,-1,-59,-3,35
COc1ccccc1CCC(=O)NNC(=O)c1ccc(Br)cc1,0,i,3,4,14,0,4,-29,-2,-4
C/C(Cc1ccccc1)=N\NC(=O)CNC(=O)Cc1ccc(Cl)cc1,-2,i,-53*,12,-63,0,0,2,-1,3
CCCC1(C)Nc2ccccc2-c2nc3ccccc3n21 (stereo unspecified),3,i,3,20,6,-2,-7,-124,-2,-96
COc1cccc(C(=O)N2CCCN(C)CC2)c1OC,3,i,-2,18,-4,-1,7,-4,-3,-7
CCOC(=O)c1[nH]c(C)c(CN(CCc2ccccc2)S(C)(=O)=O)c1C,5,i,17,2,15,2,5,-6,-4,2
Fc1ccccc1/C=N/Nc1nn[nH]n1,-1,i,-2,30,-1,-1,3,-48,-2,6
Cc1ccc(S(=O)(=O)N2CCC(C(=O)OCC(=O)N(C)C3CCCCC3)CC2)cc1C,/,i,6,11,7,/,-4,/,5,-15
CC(C)c1ccc(CNNC(=O)c2ccccc2)cc1,-2,i,8,-28,15,-2,2,-125,-2,-105
COc1cc(NC(=O)[C@@H](NC(=O)N2CCn3c2nc2ccccc23)C(C)C)cc(OC)c1,-5,i,15,-13,19,1,4,7,1,-1
Cc1c(Cl)c(C(F)(F)F)nn1CC(=O)N1CCSCC1,2,i,6,6,8,2,0,-3,-4,-17
c1coc(C2Nc3cccc4cccc(c34)N2)c1,-8,i,2,-4,13,2,0,-23,1,44
Cc1sc2nc(CSC(C)C(=O)N3CCOCC3)[nH]c(=O)c2c1C (stereo unspecified),-5,i,-6,7,5,2,1,7,6,-1
S=C(NCc1ccc(Cl)cc1)Nc1ccc(Cl)cc1Cl,-1,i,6,11,8,-5,0,-47,0,9

# Entries listed above shown as hits in HSP90 refold inh.
SMILES	PolyA inh	HSF1 inhib	AI-2 QS mod	HSF1 activator	HSP90 refold inh	GSK3B inh	KLF5 inh	GSK3 alpha inh	aSyn UTR inh
CCOC(=O)/C(C#N)=C/c1c(Oc2cccc(C)c2)nc2ccccn2c1=O	i	2	9	-14	29*	1	-11	-1	-3

# Further records follow.
SMILES,IEC-6 tox,PolyA inh,HSF1 inhib,AI-2 QS mod,HSF1 activator,HSP90 refold inh,GSK3B inh,KLF5 inh,GSK3 alpha inh,aSyn UTR inh
Nc1nc(-c2ccc(Br)cc2)cc(C(F)(F)F)n1,-2,i,12,11,29,-3,1,-11,-1,13
Cc1nc(NS(=O)(=O)c2ccccc2)sc1NC(=O)Nc1ccccc1,1,i,-2,-1,2,-1,3,-22,-3,12
C=CCn1c(SCC(=O)NC2CC2)nnc1-c1ccccn1,0,i,-7,9,-3,0,2,3,-2,-1
Cc1oc(-c2cccc3ccccc23)nc1CN1CCC[C@H]1CO,4,i,1,22,30,0,-1,5,0,-11
Cc1nnc2n1N=C(c1ccc(OC(F)F)cc1)C(C)S2 (stereo unspecified),7,i,-6,3,13,6,0,14,1,13
C/C=C/c1ccc(OCC(O)CN2CCCCCCC2)c(OC)c1 (stereo unspecified),3,i,4,20,-2,-4,3,-18,0,23
Cc1c(C(=O)O)sc(=S)n1CCOc1ccccc1,-3,i,3,17,0,0,3,-24,-2,7
O=[N+]([O-])c1ccc(Cl)cc1NCC1CCCO1 (stereo unspecified),-4,i,-4,22,-25,-3,2,-22,6,11
COC(=O)CCc1n[nH]c(=O)[nH]c1=O,-4,i,-4,15,3,-2,1,-32,0,4
O=C(OCc1nc2ccccc2s1)c1ccc([N+](=O)[O-])o1,3,i,3,27,-8,3,0,0,1,3
COc1ccc2c(c1)c(=O)cc(-c1ccccc1)n2C,0,i,-3,23,-8,2,-2,-59,-3,-58
Cc1cc(Cl)ccc1N(CC(=O)N=Nc1c(O)[nH]c2ccccc12)S(C)(=O)=O,-3,i,9,25,-2,0,-2,2,3,-1
CCN(CCCNC(=O)CN(C)S(=O)(=O)c1ccc2c(c1)CCC(=O)N2)c1cccc(C)c1,0,i,8,28,2,4,0,10,-3,29
COc1ccccc1CNC(=O)COC(=O)C1CCN(S(=O)(=O)c2ccccc2)CC1,/,i,1,4,-7,/,0,/,-3,2
CCN1C2=C(C(=O)CCC2)C(c2ccc(O)c(Br)c2)C2=C1CCCC2=O,-1,i,-2,13,-3,0,-1,-7,-4,14
CCOc1ccc(NC(=O)Cn2nc(-c3ccccc3Cl)n(CC)c2=S)cc1,1,i,-1,-5,12,-1,2,-5,-3,0
CC(=O)N[C@@H](C)C(=O)N1CCN(S(=O)(=O)c2ccc(Cl)cc2)CC1,-3,i,-4,-6,-6,0,5,-11,-3,2
OCCC1CN(Cc2nc3ccccc3s2)CCN1CCc1ccccc1 (stereo unspecified),-1,i,-4,11,-7,-5,2,-4,-1,-3
NCCCCCc1nnc(SCc2ccccc2Cl)o1,-9,i,-9,5,-17,-2,2,-3,5,56
CCCN(CCC)S(=O)(=O)c1ccc(C(=O)Nc2cccnc2)cc1,-1,i,-11,1,1,-2,-3,-52,-1,17
O=C1CCC([N+](=O)[O-])C(c2cc3c(cc2Br)OCO3)N1 (stereo unspecified),8,i,4,16,-25,7,-2,-37,-2,6
CCCCNC(=O)c1onc(CSc2ccccc2C)c1C(=O)O,0,i,0,14,10,-10,3,-58,-2,1
O=C(CN1C(=O)C2CCCCC2C1=O)OCc1nnc(-c2ccccc2)o1 (stereo unspecified),-2,i,-3,9,-10,-3,-4,0,/,-3
COc1ccc(NC(=O)Nc2cccc3cccnc23)cc1,13,i,9,8,9,-1,-4,-63,-1,-211
CN(C)CCNC(=S)Nc1ccc(-c2nc3ccccc3[nH]2)cc1,4,i,-11,20,11,7,-2,-90,2,-51
CC1(C)C=Cc2c(ccc3c2OC[C@@H](c2ccc(O)cc2O)C3)O1,/,i,22,15,33,/,-1,/,1,-154
Cc1ccc(S(=O)(=O)NCCSc2nnc(N)s2)cc1,2,i,-4,12,-7,-2,1,8,0,-22
CN(NS(=O)(=O)c1ccccc1)c1nc2ccccc2nc1C(F)(F)F,4,i,2,5,18,1,-3,-16,3,11
C=CCNC(=O)c1ccc(-c2nc(-c3ccc(Cl)cc3Cl)cs2)cc1,1,i,8,43,-9,1,-5,-10,4,-5
O=C(c1ccccc1OCc1ccc(Cl)cc1)N1CCN(c2ccccn2)CC1,/,i,7,17,14,/,3,/,0,10
COc1ccc(Cc2nnc(NC(=O)c3ccccc3F)s2)cc1,5,i,-36,1,-48,-2,0,-22,-4,-34
NC(=O)COC(=O)/C=C/c1ccc2ccccc2n1,-8,i,?,3,-47,-2,1,-3,-1,-29
CS(=O)(=O)N(CC(=O)Nc1ccccc1-c1ccccc1)c1cccc(F)c1,0,i,/,8,/,-1,3,-3,0,/
S=C(Nc1ccc(Br)cc1)NC1CCN(Cc2ccccc2)CC1,11,i,6,-74,12,1,2,-20,0,13
CCOC(=O)C(NC(C)=O)C(OC(C)=O)c1cccc([N+](=O)[O-])c1 (stereo unspecified),-3,i,-12,8,-33,-2,3,26,-1,14
O=C1c2ccccc2C(=O)N1Cc1nn2c(-c3ccc(Cl)cc3)nnc2s1,/,i,-25,0,-42,/,2,/,0,19
COc1ccc(CCN2CC(C(=O)NCc3c(C)n[nH]c3C)CCC2=O)cc1 (stereo unspecified),2,i,-6,2,-12,1,2,-8,-2,8
O=C(Nc1nccs1)c1ccc(S(=O)(=O)c2ccccc2)cc1,3,i,-3,14,6,3,1,-17,2,-23
O=C(Nc1ccc(N2CCN(C(=O)c3ccccc3)CC2)cc1)c1ccc([N+](=O)[O-])o1,85*,i,89,30,111*,-2,2,23,/,-19
Cn1ccnc1SCC(=O)Nc1cccc2ccccc12,0,i,-1,19,10,-1,3,-11,-1,-35
CC1(C)CC(=O)c2sc(NC(=O)CN3C(=O)CCC3=O)nc2C1,4,i,-2,26,-4,-1,-2,-31,-3,-20
CCOc1cc(C2NC(=O)NC(c3ccccc3)=C2C(C)=O)ccc1OCC(N)=O (stereo unspecified),8,i,-11,6,5,5,2,-23,-2,8
CSc1ccccc1NC(=O)c1cc(C(C)C)on1,0,i,7,15,16,2,1,-60,-1,-143
COc1ccc(-c2nnn(CC(=O)OC3CCCCC3)n2)cc1OC,2,i,10,21,11,1,4,-11,-2,9
CCOC(=O)CSc1nnc(-c2ccccc2)c(-c2ccccc2)n1,-3,i,-82*,38,-86,1,0,-19,5,-6
O=C(Cc1ccccc1)N[C@@H](Cc1ccccc1)c1nc2ccccc2[nH]1,-4,i,6,4,4,-1,-2,-29,/,-38
Cc1nnc(NC(=O)c2oc3ccccc3c2C)s1,-3,/,18,30,24,-8,2,-150,1,-83
O=C(Cc1coc2cc3c(cc12)CCC3)NC1CCCCCCC1,0,i,3,6,45,-5,1,1,-2,4
O=C(CN(C(=O)CNC(=O)c1ccco1)c1cccc(F)c1)NC1CCCCC1,1,i,-3,-2,17,-5,2,-31,-1,6
